Kir21 inh: inhibitors of mouse Kir2.1 inward-rectifier potassium channel. B-score at 10 µM. AID 1672. HEK293-Kir2.1, FluxOR thallium flux fluorescence; active compounds read low. P35561. 310,000 compounds, 0.85% hits;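 active = fluorescence ratio B-score at or below minus 3 SD of library scores, with starting-brightness B-score within 2 SD, cut at about -4.2 in these data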;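 note: channel flux triggered by added potassium and thallium sulfate stimulus; B-score of peak minus minimum fluorescence over baseline after thallium stimulus; more negative B-score means stronger Kir2.1 block with less thallium influx; some compounds called inactive have numbers as strong as hits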
KCNQ2 block: KCNQ2 channel blockers in CHO-K1 cells – cell-based, FluxOR thallium flux, B-score, primary screen (AID 2156). O88943. 20 min; active compounds read low. B-score at 10 µM. 310,000 compounds, 1.1% hits;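 active = fluorescence ratio B-score at most minus 3 library SDs, with starting brightness B-score within 2 library SDs, cut at about -5.5 in these data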
Target sequence (O88943 whole entry, looked up): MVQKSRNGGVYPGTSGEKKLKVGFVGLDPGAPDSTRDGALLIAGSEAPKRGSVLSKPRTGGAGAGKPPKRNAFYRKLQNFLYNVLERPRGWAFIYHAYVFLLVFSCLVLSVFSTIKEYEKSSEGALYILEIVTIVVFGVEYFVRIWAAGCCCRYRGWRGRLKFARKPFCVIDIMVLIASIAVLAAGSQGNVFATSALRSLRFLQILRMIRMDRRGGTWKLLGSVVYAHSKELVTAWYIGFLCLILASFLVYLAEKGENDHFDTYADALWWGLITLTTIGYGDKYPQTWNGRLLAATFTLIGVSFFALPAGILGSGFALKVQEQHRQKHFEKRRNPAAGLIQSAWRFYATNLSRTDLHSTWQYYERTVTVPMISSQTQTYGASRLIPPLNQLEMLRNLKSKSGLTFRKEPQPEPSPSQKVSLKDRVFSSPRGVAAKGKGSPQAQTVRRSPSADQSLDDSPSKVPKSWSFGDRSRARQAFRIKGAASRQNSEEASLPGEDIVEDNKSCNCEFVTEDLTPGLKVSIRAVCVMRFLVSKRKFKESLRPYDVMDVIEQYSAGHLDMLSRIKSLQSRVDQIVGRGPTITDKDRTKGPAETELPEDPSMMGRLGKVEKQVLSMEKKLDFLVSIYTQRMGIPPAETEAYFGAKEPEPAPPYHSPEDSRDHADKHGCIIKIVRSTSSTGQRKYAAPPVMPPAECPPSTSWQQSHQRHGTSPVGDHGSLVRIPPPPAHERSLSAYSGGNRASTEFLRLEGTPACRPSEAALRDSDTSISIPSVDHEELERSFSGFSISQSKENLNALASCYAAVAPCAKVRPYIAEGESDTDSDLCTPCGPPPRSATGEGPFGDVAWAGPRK
* hit, by the source's call.

A first look (2 entries):
`CCCCNC(=O)CN1C(=O)COc2ccc(S(=O)(=O)N3CCCCCC3)cc21` gave Kir21 inh -2.47 and KCNQ2 block inactive.
CCN(CC)C(=O)Cn1cc(S(=O)(=O)CC(=O)Nc2ccccc2F)c2ccccc21 was read as Kir21 inh 3.08 and KCNQ2 block inactive.

All compounds of this part (from the top)
`CCCCNC(=O)CN1C(=O)COc2ccc(S(=O)(=O)N3CCCCCC3)cc21` gave Kir21 inh -2.47 and KCNQ2 block inactive.
CCN(CC)C(=O)Cn1cc(S(=O)(=O)CC(=O)Nc2ccccc2F)c2ccccc21 was read as Kir21 inh 3.08 and KCNQ2 block inactive.
For c1ccc(-c2nc3c4ccccc4ccn3c2CN2CCCCC2)cc1 the results were Kir21 inh -1.96 and KCNQ2 block -5.62*.
For Cc1ccc(Nc2c([N+](=O)[O-])c(=O)oc3ccccc23)cc1 the results were Kir21 inh 1.89 and KCNQ2 block inactive.
NC(=O)C1CCN(C(=O)CN(c2cccc(Cl)c2)S(=O)(=O)c2ccccc2)CC1 was read as Kir21 inh 1.54 and KCNQ2 block inactive.
For Cn1c(C(=O)O)c(CC(=O)Nc2ccc(F)cc2F)c2ccccc21 the results were Kir21 inh -0.77 and KCNQ2 block inactive.
For CC(C)Oc1cc(N)c(Cl)cc1Cl the results were Kir21 inh 0.92 and KCNQ2 block inactive.
`COc1ccc(N2CCN(CCNC(=O)CCCn3c(=O)[nH]c4cc(Cl)ccc4c3=O)CC2)cc1` gave Kir21 inh -0.02 and KCNQ2 block inactive.
`Cc1cc2c3c(c1)C(C)(c1ccccc1)CC(C)(C)N3C(=O)C21C(C#N)=C(N)OC2=C1C(=O)CC(C)(C)C2` (stereo not drawn) gave Kir21 inh 1.3 and KCNQ2 block inactive.
Screening CCOC(=O)c1c(C)[nH]c(C)c1S(=O)(=O)N(C)CC(=O)NCc1ccc(F)cc1 returned Kir21 inh 0.81 and KCNQ2 block inactive.
`COc1ccc(C2N(C(C)=O)CCCN2S(=O)(=O)c2ccc(C)cc2)cc1` (stereo not drawn) gave Kir21 inh 0.96 and KCNQ2 block inactive.
`CCOC(=O)c1c(C)[nH]c(C(=O)Nc2ccc3c(c2)OCO3)c1C` gave Kir21 inh 0.79 and KCNQ2 block inactive.
Screening CN(C)c1nc2c(c(=O)n(C)c(=O)n2C)n1Cc1ccccc1 returned Kir21 inh -0.38 and KCNQ2 block inactive.
Screening CCOC(=O)c1sc(=S)n(Cc2ccccc2)c1C returned Kir21 inh -0.02 and KCNQ2 block inactive.
`C=CCOC(=O)C1=C(C)NC(SCC(N)=O)=C(C#N)C1c1ccc(C)cc1` (stereo not drawn) gave Kir21 inh -1.78 and KCNQ2 block inactive.
`COc1ccc(-c2noc(-c3ccoc3C)n2)cc1` gave Kir21 inh 0.04 and KCNQ2 block inactive.
C[C@@H](C(=O)Nc1ccc2c(c1)OCO2)n1c(=O)[nH]c2ccccc2c1=O was read as Kir21 inh -1.13 and KCNQ2 block inactive.
CN(C)S(=O)(=O)Nc1ccc(Br)cc1F was read as Kir21 inh -1.78 and KCNQ2 block inactive.
CN(CC1COCCO1)c1nc2nonc2nc1N1CCSCC1 (stereo not drawn) was read as Kir21 inh -2.26 and KCNQ2 block inactive.
`O=C(NCc1ccccn1)C(=O)Nc1ccccc1` gave Kir21 inh -0.03 and KCNQ2 block inactive.
`CCOc1ccc(NC(=O)CC2C(=O)N(c3ccc(OC)cc3)C(=O)N2CCc2ccc(OC)c(OC)c2)cc1` (stereo not drawn) gave Kir21 inh -1.19 and KCNQ2 block inactive.
Nc1ccc2nc(CCCCCCc3nc4ccc(N)cc4[nH]3)[nH]c2c1 was read as Kir21 inh 0.18 and KCNQ2 block inactive.
`CC(C)CN1C(=O)NC(NC(=O)c2cccs2)(C(F)(F)F)C1=O` (stereo not drawn) gave Kir21 inh -0.91 and KCNQ2 block inactive.
`CC1CC(C)CN(CCCNC(=O)CN2C(=O)c3cccnc3Oc3ccc(Cl)cc32)C1` (stereo not drawn) gave Kir21 inh -1.33 and KCNQ2 block inactive.

Fetched one by one from above (7):
`COc1ccc(C2N(C(C)=O)CCCN2S(=O)(=O)c2ccc(C)cc2)cc1` (stereo not drawn) gave Kir21 inh 0.96 and KCNQ2 block inactive.
CN(C)S(=O)(=O)Nc1ccc(Br)cc1F was read as Kir21 inh -1.78 and KCNQ2 block inactive.
NC(=O)C1CCN(C(=O)CN(c2cccc(Cl)c2)S(=O)(=O)c2ccccc2)CC1 was read as Kir21 inh 1.54 and KCNQ2 block inactive.
For c1ccc(-c2nc3c4ccccc4ccn3c2CN2CCCCC2)cc1 the results were Kir21 inh -1.96 and KCNQ2 block -5.62*.
`CCCCNC(=O)CN1C(=O)COc2ccc(S(=O)(=O)N3CCCCCC3)cc21` gave Kir21 inh -2.47 and KCNQ2 block inactive.
Nc1ccc2nc(CCCCCCc3nc4ccc(N)cc4[nH]3)[nH]c2c1 was read as Kir21 inh 0.18 and KCNQ2 block inactive.
`Cc1cc2c3c(c1)C(C)(c1ccccc1)CC(C)(C)N3C(=O)C21C(C#N)=C(N)OC2=C1C(=O)CC(C)(C)C2` (stereo not drawn) gave Kir21 inh 1.3 and KCNQ2 block inactive.

(next part)
For O=C(/C=C/c1ccco1)NCc1ccc2c(c1)OCO2 the results were Kir21 inh 0.15 and KCNQ2 block inactive.
Screening N#Cc1ccccc1NC(=O)Nc1ccccc1 returned Kir21 inh -0.71 and KCNQ2 block inactive.
For CC(=O)Nc1ccc(S(=O)(=O)NCc2ccc(C(=O)NCc3ccc(Cl)cc3)cc2)cc1 the results were Kir21 inh 1.07 and KCNQ2 block inactive.
`O=C(CCCn1c(SCC(=O)c2ccc(Cl)cc2)nc2ccccc2c1=O)NCc1ccco1` gave Kir21 inh 0.23 and KCNQ2 block inactive.
COc1cc(/C=N/Nc2ccc(C)cc2)cc(Br)c1O was read as Kir21 inh -0.11 and KCNQ2 block inactive.
S=C(NCCN1CCOCC1)N1CCN(c2cccc(Cl)c2)CC1 was read as Kir21 inh -0.04 and KCNQ2 block inactive.
Screening CCn1nnnc1SCC(=O)N(C1CCCCC1)C1CCCCC1 returned Kir21 inh -1.2 and KCNQ2 block inactive.
COc1ccccc1OC(C)C(=O)N1CCc2ccccc21 (stereo not drawn) was read as Kir21 inh 0.37 and KCNQ2 block inactive.
O=C(CC1(O)C(=O)Nc2ccccc21)c1cccc(-n2cccc2)c1 (stereo not drawn) was read as Kir21 inh 0.25 and KCNQ2 block inactive.
Screening O=C(CSc1n[nH]c(=O)n1-c1ccccc1)Nc1ccccc1 returned Kir21 inh 2.79 and KCNQ2 block inactive.
For COc1cc(NC(=S)NCc2ccco2)cc(OC)c1 the results were Kir21 inh -0.14 and KCNQ2 block inactive.
For O=C(C1CC(=O)N(c2ccc(Cl)cc2)C1)N1CCC(c2nc3ccccc3[nH]2)CC1 (stereo not drawn) the results were Kir21 inh -0.96 and KCNQ2 block inactive.
Oc1cccc2ccc(/C=C/c3ccccc3Cl)nc12 was read as Kir21 inh 0.49 and KCNQ2 block inactive.
For O=C(Cn1nnc(-c2cccc(C(F)(F)F)c2)n1)N1CCCCCC1 the results were Kir21 inh -0.59 and KCNQ2 block inactive.
Screening Cc1nc2ccccc2c2oc(C(=O)NCCCN3CCCC3=O)cc12 returned Kir21 inh -0.77 and KCNQ2 block inactive.
Screening CC12CCC(C(=O)NCc3ccccc3Cl)(C(Br)C1=O)C2(C)C (stereo not drawn) returned Kir21 inh -0.84 and KCNQ2 block inactive.
`O=C(COc1ccccc1)c1cn(CC(=O)N2CCCC2)c2ccccc12` gave Kir21 inh -0.33 and KCNQ2 block inactive.
For CCCOc1ccc(C(O)CCNC(CC(=O)O)c2ccccc2)cc1 (stereo not drawn) the results were Kir21 inh 0.75 and KCNQ2 block inactive.
COc1cc(/C=N/n2c(COc3ccccc3)n[nH]c2=S)cc(OC)c1OC(C)=O was read as Kir21 inh 1 and KCNQ2 block inactive.
Screening BrC(/C=N/N1CCN(Cc2ccccc2)CC1)=C/c1ccccc1 returned Kir21 inh 2.07 and KCNQ2 block inactive.
O=C(O)c1ccc(-c2nc(-c3ccc(Cl)c(Cl)c3)cs2)cc1 was read as Kir21 inh 3.09 and KCNQ2 block inactive.
`Cc1nn(C)c(C)c1S(=O)(=O)N1CCCC(C(=O)N2CCN(c3ccccc3)CC2)C1` (stereo not drawn) gave Kir21 inh 1.55 and KCNQ2 block inactive.
O=C(CN1CCCC1)N1c2ccccc2Sc2ccc(C(F)(F)F)cc21 was read as Kir21 inh -1.23 and KCNQ2 block inactive.
CNC(=S)N/N=C(\C)c1ccc2c(c1)OCCO2 was read as Kir21 inh -0.6 and KCNQ2 block inactive.
For CN(C(=O)COC(=O)/C=C/c1cccc([N+](=O)[O-])c1)C1CCS(=O)(=O)C1 (stereo not drawn) the results were Kir21 inh -1.97 and KCNQ2 block inactive.
For CC(=O)c1ccc(NC(=O)CSc2ccc(-c3ccco3)nn2)cc1 the results were Kir21 inh -0.53 and KCNQ2 block inactive.
For COc1cccc(CN(C)CC(=O)Nc2ccccc2C(=O)Nc2ccccc2)c1OC the results were Kir21 inh 1.67 and KCNQ2 block inactive.
Screening COc1ccc(-n2nc3c(c2NC(=O)c2c(-c4ccccc4Cl)noc2C)CS(=O)(=O)C3)cc1 returned Kir21 inh 1.13 and KCNQ2 block inactive.
For O=C(O)c1ccc(S(=O)(=O)c2ccccc2)cc1 the results were Kir21 inh -1.71 and KCNQ2 block inactive.
Screening CC1CCN(CC(O)CN2c3ccccc3Sc3ccccc32)CC1 (stereo not drawn) returned Kir21 inh -2.41 and KCNQ2 block inactive.
`COc1cc(OC)cc(C(=O)OCc2ccc([N+](=O)[O-])cc2)c1` gave Kir21 inh 0.93 and KCNQ2 block inactive.
`N#CC1=C(N)Oc2ccc3ccccc3c2C1c1cccnc1` (stereo not drawn) gave Kir21 inh 1.53 and KCNQ2 block inactive.
COc1ccc(C(=O)NC(=S)N2CCCc3ccccc32)cc1OC was read as Kir21 inh -0.97 and KCNQ2 block inactive.
For O=C(CCC(=O)N1CCN(S(=O)(=O)c2ccc(Cl)cc2)CC1)Nc1cccc(Br)c1 the results were Kir21 inh 0.41 and KCNQ2 block inactive.
`CCOC(=O)C1CC2CC(C1)CN(C(=O)C1CCCCC1)C2` (stereo not drawn) gave Kir21 inh -0.07 and KCNQ2 block inactive.
CCc1c(C)nc(N2CCN(c3ccc(F)cc3)CC2)[nH]c1=O was read as Kir21 inh 0 and KCNQ2 block inactive.
Screening Cc1cc(NCc2ccccc2)c2ccccc2n1 returned Kir21 inh -1.99 and KCNQ2 block inactive.
For O=C(NCCCN1CCOCC1)c1ccc(N2CCOCC2)c([N+](=O)[O-])c1 the results were Kir21 inh 2.67 and KCNQ2 block inactive.
`Cc1cc(C)cc(NC(=S)NCCN2CCOCC2)c1` gave Kir21 inh 0.47 and KCNQ2 block inactive.
For Cc1ccc(/C(O)=C2\C(=O)C(=O)N(CC(C)O)C2c2cccc(F)c2)cc1 (stereo not drawn) the results were Kir21 inh -0.46 and KCNQ2 block inactive.
CC(=O)c1cccc(CN2CCCC(C(=O)Nc3cccc(-n4cccn4)c3)C2)c1 (stereo not drawn) was read as Kir21 inh 0.27 and KCNQ2 block inactive.
`COc1ccc(-c2ccc(S(=O)(=O)NCC3CCCO3)cc2)cc1` (stereo not drawn) gave Kir21 inh -1.11 and KCNQ2 block inactive.
For COCCn1c(SCC(=O)NCc2ccco2)nnc1-c1c[nH]c2ccccc12 the results were Kir21 inh 0.04 and KCNQ2 block inactive.
For O=C(NNC1=NCCCCC1)c1ccccc1 the results were Kir21 inh -0.01 and KCNQ2 block inactive.
CC1(C)CC(=O)C(C=NCCN2CCN(CCCCS(=O)(=O)O)CC2)=C(O)C1 was read as Kir21 inh 0.14 and KCNQ2 block inactive.
Screening COC(=O)COc1ccc(/C=N/NS(=O)(=O)c2ccccc2)cc1 returned Kir21 inh -0.01 and KCNQ2 block inactive.
Cc1ccc2oc(=O)c3cnn(CC(=O)NCCN4CCOCC4)c3c2c1 was read as Kir21 inh 0.54 and KCNQ2 block inactive.
`CCC(C)n1c(SCC(=O)Nc2cc(C(C)(C)C)nn2-c2ccccc2)nc2ccccc2c1=O` (stereo not drawn) gave Kir21 inh 0.06 and KCNQ2 block inactive.
Screening N#CC1=C(SCc2ccccc2Cl)NC(=O)C(C(N)=O)C1 (stereo not drawn) returned Kir21 inh -1.48 and KCNQ2 block inactive.
Screening Cc1ccc2cc(C3CC(c4ccco4)=NN3S(C)(=O)=O)c(Cl)nc2c1 (stereo not drawn) returned Kir21 inh -1.12 and KCNQ2 block inactive.
`O=C(c1ccc(S(=O)(=O)N2CCOCC2)cc1)N(c1ccccn1)C1CCCCC1` gave Kir21 inh 1.13 and KCNQ2 block inactive.
`O=C(COC(=O)C1CCN(S(=O)(=O)c2cccc3cccnc23)CC1)c1ccccc1` gave Kir21 inh -1.72 and KCNQ2 block inactive.
For O=C(NCC1CCCO1)c1cccc2ccccc12 (stereo not drawn) the results were Kir21 inh -0.44 and KCNQ2 block inactive.
Screening O=C(COC(=O)c1cccnc1Cl)Nc1ccc2c(c1)OCO2 returned Kir21 inh 0.99 and KCNQ2 block inactive.
Screening COc1ccccc1CNC(=O)Cc1csc(NC(=O)Nc2ccccc2OC)n1 returned Kir21 inh -0.33 and KCNQ2 block inactive.
Screening Cc1[nH]c2ccccc2c1C(=O)CN1CCCCC1C (stereo not drawn) returned Kir21 inh -0.48 and KCNQ2 block inactive.
CN(C)c1nc2sc3c(c2c(=O)n1C)CC(C)(C)OC3 was read as Kir21 inh 0.05 and KCNQ2 block inactive.
O=C(NNC(=S)Nc1ccccc1)c1ccc(O)cc1 was read as Kir21 inh 2.66 and KCNQ2 block inactive.
Screening COC(=O)[C@H](Cc1c[nH]c2ccccc12)NC(=O)NCc1ccc(OC)c(OC)c1 returned Kir21 inh 0.74 and KCNQ2 block inactive.
Screening O=C(CNC(=O)c1ccc(Cl)cc1)Nc1ccccc1C(F)(F)F returned Kir21 inh 1.04 and KCNQ2 block inactive.
`O=C(c1ccccc1SCc1ccc(F)cc1)N1CCOCC1` gave Kir21 inh -2.52 and KCNQ2 block inactive.

From PubChem
